Screening results (PubChem)
SKN-1 block: C. elegans SKN-1 inhibition; AID 624304; C. elegans VP596 Pgst-4::GFP/RFP ratio, acrylamide-induced, 24 h; inhibition, % at 21.8 µM; hit rate 0.49% among 360,000;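 active = interference check ratio from 0.5 to 1.5 plus GFP to RFP signal ratio inhibition reaching or exceeding a fixed threshold, cut at about 30% in these data, passing the limit was not always enough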; note: some compounds called inactive have numbers as strong as hits
LMPTP block: LMPTP (human) inhibition; P24666; hit rate 0.22% among 360,000; recombinant LMPTP-A, OMFP fluorogenic substrate, fluorescence intensity; inhibition, % at 20 µM;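 active = compounds that cut the enzyme signal by at least half of the control window in the single-dose screen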;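 note: plate controls were DMSO wells with enzyme plus substrate for no effect and substrate without enzyme for full effect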
Target sequence (P24666 whole entry, looked up): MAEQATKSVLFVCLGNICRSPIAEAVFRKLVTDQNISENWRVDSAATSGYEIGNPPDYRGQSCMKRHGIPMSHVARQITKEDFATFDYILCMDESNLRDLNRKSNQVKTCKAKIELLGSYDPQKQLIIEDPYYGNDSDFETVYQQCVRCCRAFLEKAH
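Buffer or medium: Bis-Tris pH 6.0, DTT, detergent; Assay system: LMPTP-A enzyme; Quantity: 0.625 nM enzyme; Detection: endpoint fluorescence intensity; Times: 50 min dark incubation at room temperature; Controls: substrate-only low control, DMSO enzyme-plus-substrate high control; Doses: single 20 µM dose; Read-out: percent inhibition versus substrate-only and uninhibited controls; Reagent: 400 µM OMFP.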
DNMT1 inh: DNMT1 (human) enzyme inhibition. P26358. DNMT1 molecular beacon, Hinp1I cleavage, fluorescence. inhibition (reported as % activation of signal), % at 10 µM. hit rate 0.83% among 360,000; in the data active = inhibition above about 50%
Neddylation inh: blocks human cullin neddylation | TR-FRET cullin neddylation, biochemical | calls only at 25 µM | hit rate 0.58% among 360,000; in the data active = inhibition above about 36%
Target sequence (P61081 whole entry, looked up): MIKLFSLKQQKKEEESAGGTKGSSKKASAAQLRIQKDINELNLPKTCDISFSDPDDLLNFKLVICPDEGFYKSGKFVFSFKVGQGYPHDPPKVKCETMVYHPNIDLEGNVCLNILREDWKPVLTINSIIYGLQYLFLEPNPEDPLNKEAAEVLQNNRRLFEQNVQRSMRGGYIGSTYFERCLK
Target sequence (Q13564 whole entry, looked up): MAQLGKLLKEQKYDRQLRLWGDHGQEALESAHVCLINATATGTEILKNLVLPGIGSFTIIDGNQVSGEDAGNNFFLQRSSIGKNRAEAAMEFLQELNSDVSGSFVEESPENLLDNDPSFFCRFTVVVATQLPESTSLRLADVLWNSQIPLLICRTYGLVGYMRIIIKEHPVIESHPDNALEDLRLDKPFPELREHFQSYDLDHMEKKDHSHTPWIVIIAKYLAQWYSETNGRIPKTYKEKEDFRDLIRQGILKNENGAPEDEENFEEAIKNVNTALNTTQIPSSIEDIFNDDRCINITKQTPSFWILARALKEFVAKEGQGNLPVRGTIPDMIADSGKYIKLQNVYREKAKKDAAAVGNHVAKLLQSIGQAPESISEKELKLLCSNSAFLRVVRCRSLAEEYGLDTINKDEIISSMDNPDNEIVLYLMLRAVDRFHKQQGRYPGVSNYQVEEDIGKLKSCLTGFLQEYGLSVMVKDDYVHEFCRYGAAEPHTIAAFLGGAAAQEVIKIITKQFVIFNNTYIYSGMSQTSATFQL
CendR NRP1 mod: NRP-1/CendR interaction modulation | hit rate 0.85% among 360,000 | AID 602438 | inhibition, % at 25 µM | FAM-RPARPAR peptide binding to NRP-1, fluorescence polarization;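 active = inhibition or corrected inhibition above about 18%, plus a signal ratio from 0.5 to 1.5, limit read from the data, passing the limit was not always enough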; note: strong numbers were not always called active
STEP inh: STEP (human) phosphatase inhibition. P54829. inhibition, % at 20 µM. AID 588621. recombinant STEP, OMFP fluorogenic substrate, fluorescence. hit rate 0.25% among 360,000;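 active = inhibition at 20 µM, scaled per plate between control wells, above about 37%, limit read from the data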;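 note: 0% = DMSO with enzyme and substrate and 100% = substrate only without enzyme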
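Also added – OMFP at 25 µM · Test system – STEP tyrosine phosphatase · Technique – FITC-channel fluorescence of OMFP product · Schedule – 20 min at room temperature, dark · Evaluation – control-normalized % inhibition with plate pattern correction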
TbMetRS inhib: Trypanosoma brucei MetRS inhibition | purified T. brucei MetRS, ATP depletion, Kinase-Glo luminescence | inhibition, % at 11.9 µM | hit rate 0.4% among 360,000 | AID 624268;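 active = inhibition above a per-plate cutoff of the control wells' mean inhibition plus 3 SD, cut at about 5.5% in these data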;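 note: 0% = DMSO wells median and 100% = median of wells with control inhibitor compound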
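Dosing: 11.9 µM single point; system: parasite MetRS enzyme; technique: luminescence of leftover ATP; times: 15 min enzyme-compound preincubation, 2 h reaction, 10 min detection, 25 °C; replicates: each compound tested once; read-out basis: percent inhibition relative to median high and low control wells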
NadD block: NadD (S. aureus) enzyme inhibition; purified NadD enzyme, colorimetric absorbance read-out; hit rate 0.78% among 360,000; AID 602399; inhibition, % at 20 µM; in the data active = inhibition above about 26%; note: some compounds past the cut are filed as inactive
Scp1 inh: inhibitors of human Scp-1 phosphatase. Recombinant Scp1, phosphopeptide, malachite green phosphate absorbance. inhibition, % at 20 µM. hit rate 0.88% among 340,000. AID 493091;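 active = inhibition above about 50% at 20 µM, limit read from the data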;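 note: plate controls were DMSO wells with enzyme for no effect and wells lacking enzyme for full effect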
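Test system: SCP-1 catalytic domain; Buffer or medium: Acidic Tris acetate buffer with magnesium and detergent; Also added: Phosphorylated 17-residue peptide substrate; Compound: single 20 µM dose, 1% DMSO; Schedule: enzyme reaction 45 min at room temperature, colour 5 min, stabilisation 30 min; Signal: Phosphate-binding colour reagent, absorbance read at 630 nm.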
SUMO1 PPI mod: alters human SUMO1 binding to SIM partners; hit rate 0.33% among 360,000; SUMO1 binding to a labelled peptide, TR-FRET, 1 h; AID 602429; P63165; inhibition, % at 20 µM; in the data active = inhibition above about 37%
Target sequence (P63165 whole entry, looked up): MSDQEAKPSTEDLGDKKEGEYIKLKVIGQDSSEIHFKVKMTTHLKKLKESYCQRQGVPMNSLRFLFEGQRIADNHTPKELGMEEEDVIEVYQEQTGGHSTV
Numbers without * were called inactive; i = inactive; x = no result given. The order is random (roughly 4.6% active in at least one column).

SMILES | SKN-1 block | LMPTP block | DNMT1 inh | Neddylation inh | CendR NRP1 mod | STEP inh | TbMetRS inhib | NadD block | Scp1 inh | SUMO1 PPI mod
COCCSc1ccccc1C(=O)NCc1ccco1 | 7 | -1.1 | 2 | i | -9 | -1 | -0.6 | 5 | -8 | -2
O=c1c(C/C=C/c2ccccc2)c(O)ccn1Cc1ccc(Cl)cc1Cl | 18 | 2.6 | 6 | i | 8 | 0 | 4.6 | 3 | 3 | 5
CC(=O)Nc1ccc(S(=O)(=O)N2CCN=C2SCc2ccc([N+](=O)[O-])cc2)cc1 | 26 | 0.6 | -1 | i | 0 | 2 | 2.8 | -1 | 4 | -22
COc1cccc(CN2CCN(c3nc4nonc4nc3NC3CC3)CC2)c1 | -11 | -0.7 | -2 | i | 16 | -1 | -1.3 | -2 | 1 | -5
Cc1ccc(S(=O)(=O)N2CCC(C(=O)Nc3nnc(C)s3)CC2)cc1 | -24 | -1.3 | 6 | i | 11 | -2 | -0.7 | -8 | -4 | 4
COc1ccc(CCn2c(O)c(C=Nc3cccc(F)c3)c(=O)[nH]c2=O)cc1OC | -5 | -1.3 | -4 | i | 2 | 0 | -0.2 | -5 | -7 | -24
Cc1cccc(NC(=O)C2(C)CC3c4ccccc4C2c2ccccc23)c1 (stereo unspecified) | -12 | -0.6 | 8 | i | 16 | -2 | -0.3 | -6 | -6 | 2
O=[N+]([O-])c1ccc(S(=O)(=O)N2CCN(c3ccc(N4CCOCC4)nn3)CC2)cc1 | 1 | 0.0 | 1 | i | 4 | -2 | -0.6 | 4 | 1 | -37
CCOC(=O)Cc1ccc2sc(-c3ccccc3)nc2c1 | 4 | -0.3 | -3 | i | 6 | 4 | -0.3 | -13 | -7 | -2
CCOc1ccccc1-c1cc(C(=O)N/N=C/c2ccc(O)c(OC)c2)c2ccccc2n1 | 7 | 2.3 | -7 | i | -2 | 0 | 0.1 | 10 | -7 | 2
CC(=O)c1ccc(-n2nnnc2SCC(=O)N2CCc3ccccc3C2)cc1 | 9 | -0.8 | -13 | i | -6 | 4 | 0.2 | -6 | -7 | 0
COc1ccc(CCNC(=O)C(=O)NCC2CCCN2S(=O)(=O)c2ccccc2)cc1OC (stereo unspecified) | 2 | 0.1 | -1 | i | 5 | -1 | -0.4 | -3 | -5 | 7
C=CCN1C(=O)N(c2ccc(Cl)cc2)C(=O)C1CC(=O)Nc1ccc(F)cc1 (stereo unspecified) | 9 | -0.7 | 4 | i | 20 | -1 | -0.9 | -11 | -3 | 1
O=C(COC(=O)CCCCCN=C1NS(=O)(=O)c2ccccc21)Nc1ccc(Cl)c(Cl)c1 | 5 | 1.1 | -5 | i | 3 | -5 | 0.9 | -3 | -7 | -1
CCC(=O)N/N=C/c1ccc(-c2ccc([N+](=O)[O-])cc2)o1 | -2 | -0.8 | -1 | i | -18 | 0 | -1.1 | -7 | -7 | -24
CCOc1ccc(S(=O)(=O)N2CCC(C(=O)NC3CC3)CC2)cc1C | -1 | 0.3 | 2 | i | -11 | 2 | -0.4 | -1 | -2 | -2
O=C(c1cccnc1NCc1ccc(F)cc1)N1CCOCC1 | -3 | 0.1 | 1 | i | 0 | -1 | -1.9 | 0 | 5 | -2
CC(C)C[C@@H](CNCC(=O)[C@H](Cc1ccccc1)NC(=O)c1[nH]cnc1C(=O)N[C@@H](C)CN)NC(=O)c1nc[nH]c1C(=O)N[C@@H](C)C(=O)O | 1 | -3.3 | 11 | i | -9 | 2 | -0.4 | 6 | 1 | 1
COc1ccc(C)cc1NC(=O)C(OC(=O)c1cnccn1)c1ccccc1 (stereo unspecified) | 4 | -0.1 | -2 | i | 9 | -2 | -0.2 | -2 | 1 | 3
COc1ccc(C2NC(=O)NC(C)=C2C(=O)OC2CCC(C)CC2)cc1 (stereo unspecified) | -6 | 2.4 | 0 | i | 2 | -2 | 0.0 | -7 | -12 | 3
COC(=O)C1=C(C)N(Cc2ccccc2)C(=NCc2ccccc2)N[C@H]1c1ccccc1 | -2 | 0.3 | 3 | i | 11 | 2 | -0.3 | -7 | 24 | -4
CN1CCN(c2ccccc2NC(=O)c2ccc(OCc3ccccc3)cc2)CC1 | -18 | 0.6 | -4 | i | 13 | 0 | -1.4 | -6 | 5 | -3
COc1ccc(N2CCN(C(=O)CCC(=O)N3Cc4ccccc4Oc4ncccc43)CC2)cc1 | -6 | -1.9 | -1 | i | 5 | 2 | -0.8 | 0 | 5 | 0
CCOc1ccc(CC(C(N)=O)C(N)=O)cc1CN(C)C | 2 | 0.3 | 2 | i | 1 | -2 | -1.5 | 2 | -1 | -2
CC1CCCCC12NC(=S)N(c1ccccc1)N2 (stereo unspecified) | 16 | -2.4 | -4 | i | 13 | 1 | -1.0 | -6 | 5 | 0
Cc1cccc(NS(=O)(=O)c2ccc([N+](=O)[O-])cc2)n1 | -19 | 0.8 | -1 | i | -11 | 0 | -0.6 | -6 | -12 | -24
Cc1ccc(NC(=S)/N=C(\N)Nc2nc(C)c3ccccc3n2)cc1C | 14 | 1.7 | -11 | i | -9 | 0 | -0.2 | 8 | 9 | 2
O=C(CN1CCN(c2ccccc2F)CC1)Nc1nnc(C(F)(F)F)s1 | -6 | 0.9 | -3 | i | 20 | -2 | -0.3 | 1 | -3 | -4
COc1ccc(NC(=O)CSc2nncc(=O)n2N)cc1OC | -5 | -1.7 | -1 | i | -6 | -2 | -0.5 | -3 | -6 | -3
CCN(CC)S(=O)(=O)c1ccc(OC)c(NC(=O)c2cc([N+](=O)[O-])ccc2Cl)c1 | 0 | -0.7 | 5 | i | -2 | 1 | 0.2 | -6 | -7 | -1

Complete entries from above. Values in the order: SKN-1 block	LMPTP block	DNMT1 inh	Neddylation inh	CendR NRP1 mod	STEP inh	TbMetRS inhib	NadD block	Scp1 inh	SUMO1 PPI mod
Record of COc1ccc(C2NC(=O)NC(C)=C2C(=O)OC2CCC(C)CC2)cc1 (stereo unspecified) : -6	2.4	0	i	2	-2	0.0	-7	-12	3
Record of CC(=O)Nc1ccc(S(=O)(=O)N2CCN=C2SCc2ccc([N+](=O)[O-])cc2)cc1 : 26	0.6	-1	i	0	2	2.8	-1	4	-22

Back to the main list; the 2 compounds before the break are reprinted first.
SMILES | SKN-1 block | LMPTP block | DNMT1 inh | Neddylation inh | CendR NRP1 mod | STEP inh | TbMetRS inhib | NadD block | Scp1 inh | SUMO1 PPI mod
COc1ccc(NC(=O)CSc2nncc(=O)n2N)cc1OC | -5 | -1.7 | -1 | i | -6 | -2 | -0.5 | -3 | -6 | -3
CCN(CC)S(=O)(=O)c1ccc(OC)c(NC(=O)c2cc([N+](=O)[O-])ccc2Cl)c1 | 0 | -0.7 | 5 | i | -2 | 1 | 0.2 | -6 | -7 | -1
COc1ccc(NC(=O)CN(C)S(=O)(=O)c2cnc[nH]2)cc1Cl | -14 | -0.1 | -1 | i | 0 | 2 | -0.5 | 3 | 1 | 1
COc1ccc2oc(C(=O)NCc3ccco3)c(C)c2c1 | -7 | 0.2 | -7 | x | -4 | -1 | -0.7 | -9 | -8 | -1
Cc1ccc(-c2noc(CCCC(=O)NC3CCCC3)n2)cc1 | 4 | 0.2 | -3 | i | 14 | -2 | 0.2 | -6 | -8 | 3
CCOC(=O)c1cnc2c(-c3ccccc3OC)c(C)nn2c1C | -8 | 0.0 | 5 | i | 0 | -4 | 0.2 | -5 | -10 | 0
COc1ccc(S(=O)(=O)NCCSC(C)(C)C)cc1 | 1 | -0.7 | -2 | i | -5 | 0 | -0.4 | -2 | -8 | 1
C#Cc1ccc([C@@H]2C=C(C(=O)NCc3ccccc3)O[C@H](OCCCCO)C2)cc1 | 4 | 4.8 | 54* | i | -9 | 0 | -0.2 | 39* | 20 | 3
O=C(COC(=O)C1CCN(S(=O)(=O)c2ccc3c(c2)OCCO3)CC1)Nc1cc(C(F)(F)F)ccc1Cl | 7 | 1.3 | 7 | i | 8 | -2 | -0.4 | -8 | -7 | -2
C/C(=N\NC(=O)c1nn(C)cc1Br)c1cccc(NC(=O)C2CCCC2)c1 | -8 | -1.8 | -1 | i | -8 | -5 | -1.0 | 0 | 6 | -4
CCOC(=O)N1CCN(C(=O)CCCn2c(=S)[nH]c3ccc(Br)cc3c2=O)CC1 | -4 | -1.4 | 0 | i | -17 | 8 | 2.2 | 4 | -7 | 10
CC1(C(=O)Nc2cnc3ccccc3c2)CCN1Cc1cc2ccccc2o1 (stereo unspecified) | 4 | -0.4 | -7 | i | -4 | -2 | -0.1 | -4 | x | -5
Cc1cnc(C(=O)OCc2ccc(Br)cc2)cn1 | 11 | -0.7 | -1 | i | -9 | -1 | -0.1 | 0 | -2 | 3
O=C(Nc1ccc(Br)cc1)c1ccccc1CC[N+](=O)[O-] | 4 | 0.1 | 0 | i | 1 | -4 | -0.1 | -5 | -5 | -1
CCc1ccc(NC(=O)Cn2cnc3c(=O)n(C)c(=O)n(C)c32)cc1 | 2 | -1.4 | -1 | i | 4 | 0 | -0.6 | 10 | 28 | 3
OCCCNc1nnc(-c2ccccc2)c2ccccc12 | -3 | 0.3 | 0 | i | -7 | -2 | -0.6 | -7 | -7 | -10
O=S(=O)(c1ccccc1)N1CCN(C(=S)Nc2ccc(Br)cc2)CC1 | 0 | 3.6 | 1 | i | -1 | 2 | -0.2 | -2 | -17 | 3
CN(CC(=O)Nc1ccccc1N1CCCC1)S(=O)(=O)c1ccc(F)cc1 | -2 | -8.3 | -11 | i | -9 | -3 | 0.3 | -3 | -15 | -108
CN(C)c1ccc(/C=C2/SC(=O)N(CCN=C3NS(=O)(=O)c4ccccc43)C2=O)cc1 | 4 | 1.2 | -26 | i | -13 | -1 | -0.5 | 27 | -3 | 41*
CCOc1ccc(NC(=O)CN(C)C(=O)CCCOc2ccc(Cl)c(C)c2)cc1OCC | -9 | 2.4 | 4 | i | 4 | -1 | -0.2 | -1 | 49 | 1
CCn1c(COc2cc(C)ccc2C(C)C)nnc1SCC(=O)Nc1nccs1 | -10 | -0.3 | 0 | i | 2 | -1 | -0.1 | 5 | -7 | 3
COc1cc([N+](=O)[O-])cc(/C=N/NC(=O)CSc2ccccn2)c1O | 6 | 0.9 | -4 | i | -2 | 0 | 0.0 | -2 | -12 | -47
COc1ccccc1NC(=O)c1ccc(S(=O)(=O)N2CCOCC2)cc1 | -7 | -0.5 | -1 | i | -5 | 11 | -0.8 | 4 | -13 | 2
Cc1c(C(=O)OCC(=O)N2CC(=O)Nc3ccccc32)oc2ccccc12 | 6 | 0.3 | 3 | i | -2 | 2 | -0.3 | -1 | 3 | 0
OCCN1CCN(CC#CCC(c2ccccc2)c2ccccc2)CC1 | 1 | -0.4 | 4 | i | 1 | 2 | -0.2 | -4 | -8 | -1
COCC1CCCN(Cc2cn(Cc3ccccc3)nc2-c2cc3ccccc3o2)C1 (stereo unspecified) | -7 | 0.5 | -3 | i | 5 | 1 | -0.1 | -6 | -2 | -1

A few values from the list.
STEP inh, COc1ccccc1NC(=O)c1ccc(S(=O)(=O)N2CCOCC2)cc1 reads 11
SKN-1 block, COc1cc([N+](=O)[O-])cc(/C=N/NC(=O)CSc2ccccn2)c1O reads 6
